Screening results deposited in PubChem BioAssay by several laboratories.
Cdc42 wt = changes GTP binding to wildtype human Cdc42 | 0.2% of 190,000 active | P60953 | GST-Cdc42 beads, Bodipy-GTP binding, flow cytometry; actives lie on both sides | percent activity (GTP binding), % at 10 µM;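 active = percent activity GTP binding at least 20 points away from the 100% baseline, either down as inhibitor or up as activator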;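 note: median bead fluorescence of bound Bodipy-FL-GTP at 100 nM; 0% = excess unlabeled GTP control and 100% = no compound control; below 100% means less GTP binding so inhibitor and above means activator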
Target sequence (P60953 whole entry, looked up): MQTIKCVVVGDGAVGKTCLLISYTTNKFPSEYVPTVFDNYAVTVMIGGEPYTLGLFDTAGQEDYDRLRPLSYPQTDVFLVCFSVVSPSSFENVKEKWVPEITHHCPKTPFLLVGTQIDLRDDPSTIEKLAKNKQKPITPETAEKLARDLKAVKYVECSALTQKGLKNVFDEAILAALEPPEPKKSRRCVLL
Rab7 wt GTP bind = modulators of GTP binding to dog Rab7 wildtype GTPase; 0.055% of 190,000 active; GTP binding activity (percent of control), % at 10 µM; AID 758; GST-Rab7 beads, fluorescent GTP binding, flow cytometry; actives lie on both sides; untreated = 100%, excess cold GTP = 0%;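 active = fluorescent GTP binding to Rab7 beads changed by at least 20 points from the 100% baseline, either direction, mostly lower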;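 note: median green fluorescence of bound Bodipy-FL-GTP per Rab7 bead population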
RGS8-Gao reg = modulates binding of RGS8 to human Galphao; response (percent of control binding), % at 10 µM; 0.34% of 220,000 active; multiplexed bead flow cytometry; actives lie on both sides; in the data active = response below about 60% or above about 140%; inactive = in between;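 note: Galphao activated as the GDP aluminium fluoride complex binding bead-coupled RGS8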
Target sequence (P09471 whole entry, looked up): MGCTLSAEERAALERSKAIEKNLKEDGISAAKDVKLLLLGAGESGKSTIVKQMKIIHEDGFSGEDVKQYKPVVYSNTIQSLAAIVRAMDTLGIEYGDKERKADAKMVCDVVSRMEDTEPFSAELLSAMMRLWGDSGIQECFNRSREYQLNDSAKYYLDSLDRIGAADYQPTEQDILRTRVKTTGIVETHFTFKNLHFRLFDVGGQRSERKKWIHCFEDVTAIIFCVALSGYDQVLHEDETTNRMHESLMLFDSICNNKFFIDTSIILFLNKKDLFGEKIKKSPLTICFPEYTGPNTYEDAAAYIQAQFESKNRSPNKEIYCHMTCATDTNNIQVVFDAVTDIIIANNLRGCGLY
Mcl1-Bid inh = disrupts binding of human Mcl-1 to Bid peptide. TR-FRET Mcl-1/Bid-Dy647 peptide binding, 1536-well. 0.97% of 220,000 active. inhibition, % at 21.7 µM;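 active = compounds that cut the binding signal by more than half at the single screening dose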;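 note: His-tagged Mcl-1 with europium anti-His antibody binding Bid BH3 peptide; 0% = Mcl-1 plus peptide wells and 100% = peptide-only wells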
Target sequence (Q07820 whole entry, looked up): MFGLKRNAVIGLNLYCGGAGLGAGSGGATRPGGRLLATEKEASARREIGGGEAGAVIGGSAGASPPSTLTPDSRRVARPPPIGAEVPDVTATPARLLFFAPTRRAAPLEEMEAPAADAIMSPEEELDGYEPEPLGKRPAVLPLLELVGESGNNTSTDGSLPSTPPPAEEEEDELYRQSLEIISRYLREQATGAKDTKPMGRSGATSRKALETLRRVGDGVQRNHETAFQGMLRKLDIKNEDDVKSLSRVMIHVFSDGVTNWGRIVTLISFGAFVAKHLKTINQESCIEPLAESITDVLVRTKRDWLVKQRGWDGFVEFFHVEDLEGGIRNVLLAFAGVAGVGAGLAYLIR
Mcl-1 Bim block = disrupts Bim peptide binding to human Mcl-1; Q07820; Bead-based flow cytometry, Bim peptide-Mcl-1 binding; inhibition, % at 10 µM; 0.1% of 190,000 active; in the data active = inhibition above about 40%;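 note: 0% = no compound tracer wells and 100% = peptide blocker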
Rac1 wt modul = alters GTP binding to wildtype human Rac1 | GTP binding activity (% of control), % at 10 µM | 0.27% of 190,000 active | GST-Rac1 beads, fluorescent GTP binding, flow cytometry; actives lie on both sides; 0 = cold GTP competed, 100 = untreated;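 active = GTP binding activity at least 20 points away from the 100% control level, either lower or higher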
Rac1 mut GTP = alters GTP binding to activated mutant human Rac1; P63000; GST-Rac1 activated beads, fluorescent GTP binding, flow cytometry; actives lie on both sides; 100% means binding = to untreated wells; percent activity (GTP binding), % at 10 µM; 0.11% of 190,000 active;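 active = GTP binding at least 20 percentage points away from the 100% baseline, in either direction, so actives lie on both sides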
Rab2A wt mod = changes GTP binding to wildtype dog Rab2A, up or down | AID 760 | P61105 | GTP binding activity, % at 10 µM | 0.19% of 190,000 active | GST-Rab2 wt beads, Bodipy-GTP binding, flow cytometry;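 active = GTP binding activity at least 20 points away from 100%, either lowered or raised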;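 note: 0% = beads with excess unlabeled GTP and 100% = no-compound control corrected for plate trend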
Pf gametocyte = P. falciparum stage V gametocyte viability inhibition; P. falciparum stage V gametocytes, ATP luminescence, 24 h; inhibition, % at 10.9 µM; 0.065% of 150,000 active; AID 743093;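 active = inhibition above the mean plus 3 SD of compounds within the control limits, set per campaign, cut at about 38% in these data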;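 note: 0% = DMSO wells and 100% = medium only without gametocytes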
HRas wt GTP = changes GTP binding to wildtype human HRas | P01112 | GST-Ras wt beads, Bodipy-FL-GTP binding, flow cytometry; actives lie on both sides | GTP binding activity, % at 10 µM | 0.14% of 190,000 active;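 active = GTP binding activity at least 20% away from the 100% baseline, either lowered as inhibitor or raised as activator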;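 note: 0% = unlabeled GTP competition control and 100% = no-compound control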
Target sequence (P01112 whole entry, looked up): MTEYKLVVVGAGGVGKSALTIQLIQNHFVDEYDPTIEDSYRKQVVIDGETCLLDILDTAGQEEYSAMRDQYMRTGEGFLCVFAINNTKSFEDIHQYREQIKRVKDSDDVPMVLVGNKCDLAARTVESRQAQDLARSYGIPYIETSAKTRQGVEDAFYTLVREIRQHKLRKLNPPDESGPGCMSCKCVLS
Mcl1-Noxa inh = Mcl-1/Noxa interaction inhibition | AID 1022 | 1.5% of 220,000 active | Q07820 | inhibition, % at 21.7 µM | TR-FRET Mcl-1/Noxa peptide binding, 2 h;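 active = compounds that cut the protein-peptide binding signal by more than 50% relative to plate controls in a single-dose test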;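 note: His-tagged Mcl-1 with rhodamine Noxa BH3 peptide and terbium anti-His antibody; 0% = Mcl-1 plus Noxa peptide wells and 100% = peptide-only wells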
* marks the source's active call; other numbers are inactive results; · = not tested or not shown.

SMILES | Cdc42 wt | Rab7 wt GTP bind | RGS8-Gao reg | Mcl1-Bid inh | Mcl-1 Bim block | Rac1 wt modul | Rac1 mut GTP | Rab2A wt mod | Pf gametocyte | HRas wt GTP | Mcl1-Noxa inh
N#Cc1c(-c2ccccc2)[nH]c(=S)[nH]c1=O | 96 | 103 | 106 | -45 | 0 | 99 | 96 | 99 | 8 | 101 | 9
CC(C)Oc1ccc(N2C(=O)c3ccccc3C2=O)cc1 | 108 | 100 | 99 | -6 | -3 | 105 | 102 | 106 | 6 | 107 | 0
COC(=O)c1c(NC(=O)Cn2cc([N+](=O)[O-])cn2)sc2c1CCC2 | 102 | 98 | 101 | -24 | -5 | 102 | 97 | 98 | -27 | 100 | 7
O=C1C2C3c4ccccc4C(c4ccccc43)C2C(=O)N1/N=C/c1cccc(O)c1 (stereo not given) | 103 | 103 | 99 | -6 | -3 | 101 | 97 | 103 | -10 | 103 | 17
CCOC(=O)c1c(NC(=O)/C=C/C(=O)O)sc(C)c1-c1ccc(F)cc1 | 91 | 93 | 128 | -50 | -3 | 91 | 88 | 93 | -3 | 93 | 19
Cc1ncc(CCl)c2c1OC(C)(C)OC2 | 100 | 99 | 96 | 19 | -2 | 102 | 97 | 98 | · | 99 | 34
CCCC(c1nnnn1CS(=O)(=O)c1ccc(C)cc1)N1CCN(c2ccc(F)cc2)CC1 (stereo not given) | 94 | 95 | 104 | -13 | -5 | 95 | 93 | 97 | · | 97 | 10
COc1ccc(-c2nc(CSCC(=O)N3CCC(C(N)=O)CC3)c(C)o2)cc1OC | 97 | 95 | 101 | -25 | -1 | 100 | 97 | 97 | · | 95 | 15
Cc1nn(-c2ccccc2)c(C)c1/C=C/C(=O)OCC(=O)N(C)C1CCS(=O)(=O)C1 (stereo not given) | 97 | 93 | 98 | -16 | 2 | 93 | 96 | 95 | 14 | 94 | -11
CCSc1nnc(NC(=O)CSc2nnc(-c3c[nH]c4ccccc34)n2C)s1 | 99 | 96 | 101 | -16 | 0 | 99 | 98 | 101 | · | 99 | 16
C/C(=N\OCc1ccccc1)c1c(O)cc(C(C)C)n(-c2ccccc2)c1=O | 97 | 101 | 94 | -8 | -2 | 101 | 99 | 98 | -3 | 99 | 0
COCCNC(=S)NN=C1CCCCC1 | 95 | 94 | 102 | -43 | 0 | 95 | 94 | 94 | -16 | 94 | 6
Cc1c2c(nc3nnnn13)CCCC2 | 100 | 95 | 100 | -23 | -1 | 97 | 95 | 98 | -3 | 95 | 13
O=C1Nc2ccc(S(=O)(=O)N3CCCC3)c3cccc1c23 | 108 | 98 | 99 | -11 | -3 | 104 | 99 | 104 | · | 105 | 7
COc1ccccc1-n1cnnc1SCC(=O)Nc1cc(C(C)(C)C)nn1-c1ccccc1 | 97 | 101 | 104 | -12 | 2 | 103 | 98 | 99 | 27 | 100 | 6
C=C(C)CSCc1nc2ccccc2[nH]1 | 97 | 99 | 103 | -20 | -2 | 101 | 98 | 96 | 7 | 98 | -7
O=C(Nc1nccs1)c1cccc(NC(=O)c2ccco2)c1 | 100 | 98 | 101 | -3 | -1 | 105 | 99 | 98 | · | 99 | 7
O=C(CSc1nnc(-c2ccco2)n1Cc1ccco1)Nc1ccccc1 | 103 | 106 | 100 | -2 | -2 | 110 | 101 | 104 | · | 105 | -12
O=C(NCc1ccco1)c1cc2c(s1)CCCCC2 | 96 | 94 | 100 | -3 | -9 | 106 | 99 | 95 | -7 | 97 | 5
CCOc1ccc(S(=O)(=O)Nc2cccc(C)c2)c2cccnc12 | 98 | 98 | 105 | -1 | 1 | 105 | 94 | 97 | 2 | 98 | 13
Cc1cccc(C(=O)Nc2ccc3c(c2)C(=O)N(CC(C)C)C3=O)c1 | 100 | 105 | 103 | -9 | -3 | 95 | 95 | 102 | · | 96 | 9
Cc1nc2ccccc2n1CCC(=O)Nc1cccc(F)c1 | 106 | 101 | 102 | -3 | -1 | 107 | 101 | 103 | -13 | 102 | -8
O=C(NC(NCc1cccnc1)C(Cl)(Cl)Cl)c1cccc2ccccc12 (stereo not given) | 99 | 97 | 97 | -22 | -5 | 101 | 99 | 98 | 6 | 99 | -7
CCOC(=O)Cc1nnc(NC(=O)COc2ccc(OC)cc2)s1 | 101 | 102 | 101 | -3 | 4 | 106 | 99 | 102 | 4 | 102 | 30
O=C(CSc1nncs1)Nc1ccc(S(=O)(=O)N2CCCC2)cc1 | 95 | 96 | 104 | -10 | -2 | 97 | 94 | 97 | 14 | 95 | 19
N#C/C(=C\c1cccs1)C(=O)NCC1CCCO1 (stereo not given) | 98 | 96 | 103 | -5 | 0 | 101 | 98 | 98 | -8 | 99 | -6
O=C(CCc1ccccc1)N1CCN(c2ccccn2)CC1 | 106 | 98 | 103 | -9 | 2 | 103 | 97 | 96 | -10 | 99 | 11
COC(=O)c1sccc1NC(=O)Nc1ccccc1F | 92 | 98 | 102 | 0 | 0 | 92 | 92 | 92 | -47 | 93 | 9
CC(=O)N1CCC(C(=O)Nc2ccccc2)(N(Cc2ccccc2)C(=O)c2cccnc2)CC1 | 99 | 107 | 104 | -33 | 3 | 105 | 100 | 105 | · | 104 | 4
CCOCCCNc1nc(C)nc2c1nnn2Cc1c(F)cccc1Cl | 96 | 104 | 99 | -9 | 0 | 95 | 93 | 99 | -8 | 97 | 11
Cc1ccc2c(Cl)cc(Cl)c(OCC(=O)Nc3cccc(S(N)(=O)=O)c3)c2n1 | 98 | 96 | 99 | -8 | -5 | 99 | 101 | 100 | -13 | 102 | -18
N#Cc1cc2cc3c(cc2nc1N1CCOCC1)OCO3 | 101 | 99 | 98 | -11 | 0 | 100 | 97 | 97 | 15 | 99 | 9
O=C(COC(=O)CNC(=O)c1ccccc1)NCCc1ccccc1 | 96 | 95 | 111 | 4 | 0 | 101 | 98 | 97 | 14 | 97 | 5
O=C(O)CCc1ccc(-c2ccccc2)n1Cc1ccco1 | 103 | 94 | 101 | -75 | -4 | 109 | 106 | 100 | · | 101 | 17
COc1ccc(Cn2c(N)c(S(=O)(=O)c3cccs3)c3nc4ccccc4nc32)cc1 | 92 | 92 | 101 | -31 | 26 | 94 | 92 | 90 | -18 | 94 | -32
CCNC(=S)NNC(=O)c1cc(-c2ccc(OCC)cc2)nc2ccccc12 | 95 | 96 | 98 | -149 | -3 | 95 | 95 | 95 | · | 99 | -37
N#C/C(=C/c1ccc(Sc2nc3ccccc3[nH]2)o1)c1cccc(F)c1 | 97 | 98 | 100 | -1 | -2 | 101 | 97 | 97 | · | 99 | 7
CCOC(=O)CC1C(=O)NCCN1S(=O)(=O)c1ccccc1Cl (stereo not given) | 106 | 103 | 95 | -12 | -2 | 106 | 100 | 105 | · | 104 | 48
O=c1c2ccccc2nc2n1CCS2 | 104 | 101 | 101 | 0 | -3 | 107 | 101 | 104 | 7 | 105 | -3
O=c1[nH]c(SCc2ccc(Cl)cc2)nc2[nH]ncc12 | 92 | 103 | 95 | -6 | 0 | 97 | 97 | 94 | · | 95 | -29
Cc1nc2c3ccccc3nc(NNC(=O)CCC(=O)NC3CCCC3)n2n1 | 93 | 96 | 100 | -23 | -1 | 97 | 94 | 90 | -36 | 95 | 10
Cc1ccc2cc(CN(CCN(C)C)C(=O)Nc3ccc(Cl)cc3)c(=O)[nH]c2c1 | 98 | 96 | 104 | -8 | -2 | 100 | 98 | 98 | -33 | 97 | 13
CC(=O)c1ccc(OCC(=O)Nc2ccc3c(c2)CCC3)cc1 | 96 | 93 | 97 | -18 | -1 | 97 | 94 | 95 | -12 | 96 | 16
O=C(/C=C/c1ccnc2ccccc12)c1cccs1 | 91 | 91 | 100 | -23 | -2 | 93 | 90 | 91 | 7 | 91 | 10
COc1cc(C(=O)Oc2ccccc2/C=N/NC(=O)c2ccc(Cl)cc2Cl)cc(OC)c1OC | 99 | 98 | 91 | 12 | 1 | 98 | 96 | 99 | · | 99 | -5
CCOC(=O)N1CCN(C(=O)c2ccc(CNS(=O)(=O)c3ccc(C)cc3)cc2)CC1 | 99 | 102 | 105 | -18 | -2 | 106 | 101 | 102 | · | 102 | 26
CCN(CC)CCNC(=O)C1c2ccccc2C(=O)N(C)C1c1cn(C)c2ccccc12 (stereo not given) | 97 | 98 | 102 | -3 | -4 | 101 | 99 | 100 | -6 | 98 | 13
O=C(NCC1CCS(=O)(=O)C1)Oc1ccccc1 (stereo not given) | 99 | 92 | 112 | -24 | 0 | 99 | 98 | 96 | -8 | 97 | -5
Cc1ccc(-c2cc(C(=O)O)n[nH]2)s1 | 94 | 96 | 102 | 0 | 2 | 97 | 95 | 94 | 20 | 95 | 7
CCOc1ccc(N2C(=O)/C(=C/c3ccccc3OCC(=O)OC)N(CC(=O)OC)C2=S)cc1 | 97 | 101 | 103 | -1 | 1 | 99 | 97 | 97 | -9 | 100 | 11
The list goes on.
SMILES | Cdc42 wt | Rab7 wt GTP bind | RGS8-Gao reg | Mcl1-Bid inh | Mcl-1 Bim block | Rac1 wt modul | Rac1 mut GTP | Rab2A wt mod | Pf gametocyte | HRas wt GTP | Mcl1-Noxa inh
CS(=O)(=O)N(CCc1ccccc1)CC(=O)NCc1ccccn1 | 104 | 101 | 101 | -32 | -1 | 105 | 101 | 98 | · | 102 | 4
N#CC(C(=O)c1ccc(S(=O)(=O)N2CCCCCC2)cc1)c1nc2ccccc2[nH]1 (stereo not given) | 100 | 100 | 101 | -7 | -1 | 102 | 97 | 100 | · | 100 | -14
Cc1cc(N)c(C)c([N+](=O)[O-])c1C | 102 | 99 | 94 | -86 | 0 | 103 | 98 | 97 | -7 | 98 | 15
CCOc1ccccc1-n1c(SCC(=O)NC2CCCC2)nnc1-c1ccoc1C | 98 | 99 | 100 | -5 | -2 | 105 | 97 | 99 | 10 | 99 | 20
O=C(OCn1nnc2ccccc2c1=O)c1ccc2ncsc2c1 | 101 | 99 | 97 | -17 | 0 | 96 | 98 | 98 | · | 101 | 13
CCOP(=O)(OCC)C(Nc1cccc(C)c1)c1ccc(F)cc1 (stereo not given) | 105 | 101 | 97 | -29 | -3 | 104 | 104 | 101 | 1 | 101 | 2
N/C(=N\OC(=O)CCc1ccccc1)c1ccccc1Cl | 96 | 98 | 100 | -33 | 0 | 97 | 94 | 98 | -52 | 95 | 2
CSc1nc2ccccc2n1CC(=O)Nc1ccccc1 | 103 | 103 | 109 | -7 | 0 | 102 | 100 | 103 | · | 101 | -14
Cc1ccc(-c2noc(CNCCCN(C)C)n2)cc1 | 102 | 100 | 101 | -36 | 2 | 101 | 99 | 99 | -14 | 101 | 1
CCOC(=O)CSc1nc2ccccc2n1C(=O)OCC | 108 | 103 | 97 | -32 | -1 | 104 | 103 | 103 | 11 | 105 | 11
Cc1ccc(C)c(N2CCN(C(c3ccc(N(C)C)cc3)c3nnnn3C(C)(C)C)CC2)c1 (stereo not given) | 102 | 102 | 98 | -31 | 0 | 103 | 99 | 101 | -6 | 100 | 24
O=P1(O)C=C(c2ccccc2)NC(c2ccccc2)=C1 | 102 | 103 | 99 | -8 | 2 | 102 | 96 | 98 | -12 | 101 | 7
